eLon inh: inhibitors of E. coli Lon protease, primary screen, biochemical, fluorescence polarization. P0A9M0. actives 0.42% (n = 360,000). purified E. coli Lon protease. inhibition, % at 7.94 µM; in the data active = inhibition above about 13%, passing the limit was not always enough;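 also: 0% = enzyme with probe and DMSO and 100% = no enzyme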
FAS TE block: FAS thioesterase domain inhibitors, primary screen, biochemical, fluorescence intensity, uHTS | Fatty acid synthase (Homo sapiens), P49327 | recombinant FAS-TE, OMFH fluorogenic substrate, fluorescence endpoint | inhibition, % at 15 µM | actives 0.67% (n = 360,000);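 active = compounds whose normalised, plate-corrected inhibition of enzyme fluorescence in the single-dose primary screen is 50% or more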;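 also: 0% = DMSO with enzyme and 100% = substrate without enzyme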
MsrA act: bovine MsrA enzyme activators, primary screen, biochemical, absorbance, HTS. purified bovine MsrA, absorbance read-out. activation, % at 10.6 µM. actives 0.3% (n = 360,000). AID 602163, 2012; in the data active = activation above about 7.5%;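 also: 0% = vehicle and 100% = reference activator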
PABP1 MLLE inh: inhibitors of PABP1 MLLE–PAM2 peptide binding, primary screen, biochemical, fluorescence polarization, FITC-PAM2, GST-MLLE; actives 0.36% (n = 360,000); AID 588489, 2011; inhibition, % at 20 µM; Polyadenylate-binding protein 1 (Homo sapiens), P11940; in the data active = inhibition above about 35%, passing the limit was not always enough;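 also: plate controls were DMSO wells with GST-MLLE for no effect and wells lacking GST-MLLE protein for full effect; some results filed as inactive read as strong as hits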
Rin1-Abl PPI inh: inhibitors of Rin1-Abl protein binding, primary screen, biochemical, TR-FRET; Tyrosine-protein kinase ABL1 (Homo sapiens) + Ras and Rab interactor 1 (Homo sapiens), …; inhibition, % at 7.35 µM; actives 0.4% (n = 360,000); in the data active = inhibition above about 5%, passing the limit was not always enough
Neddylation inh: inhibitors of cullin neddylation, primary screen, biochemical, TR-FRET, uHTS, NAE and Ubc12. NEDD8-conjugating enzyme Ubc12 (Homo sapiens) + NEDD8-activating enzyme E1 regulatory …. calls only at 25 µM. actives 0.58% (n = 360,000). AID 651699, 2012; in the data active = inhibition above about 36%
Target sequence (P61081 whole entry, looked up): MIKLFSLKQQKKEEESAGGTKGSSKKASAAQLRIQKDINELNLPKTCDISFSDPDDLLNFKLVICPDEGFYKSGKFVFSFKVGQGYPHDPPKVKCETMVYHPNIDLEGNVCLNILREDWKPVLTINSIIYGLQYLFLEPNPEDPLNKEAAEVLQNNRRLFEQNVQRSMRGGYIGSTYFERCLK
Target sequence (Q13564 whole entry, looked up): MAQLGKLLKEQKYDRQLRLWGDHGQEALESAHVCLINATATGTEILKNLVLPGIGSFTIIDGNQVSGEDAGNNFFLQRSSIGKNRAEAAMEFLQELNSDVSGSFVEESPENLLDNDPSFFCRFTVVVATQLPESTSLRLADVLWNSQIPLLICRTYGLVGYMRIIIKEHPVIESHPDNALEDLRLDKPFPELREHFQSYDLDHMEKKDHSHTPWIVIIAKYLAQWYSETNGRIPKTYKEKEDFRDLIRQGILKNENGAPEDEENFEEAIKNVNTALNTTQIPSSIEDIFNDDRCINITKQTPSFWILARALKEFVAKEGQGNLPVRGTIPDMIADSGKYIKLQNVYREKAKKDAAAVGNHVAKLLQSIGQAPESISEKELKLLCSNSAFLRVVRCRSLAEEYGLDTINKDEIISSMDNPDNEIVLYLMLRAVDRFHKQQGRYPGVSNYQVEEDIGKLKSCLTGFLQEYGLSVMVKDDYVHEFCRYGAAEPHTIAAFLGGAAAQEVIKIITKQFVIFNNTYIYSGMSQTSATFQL
Tb MetRS inh: T. brucei MetRS inhibitors, primary screen, biochemical, luminescence. methionyl-tRNA synthetase (Trypanosoma brucei brucei). purified T. brucei MetRS, ATP depletion, Kinase-Glo luminescence. inhibition, % at 11.9 µM. actives 0.4% (n = 360,000). AID 624268, 2012;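 active = inhibition above a per-plate cutoff of the control wells' mean inhibition plus 3 SD, cut at about 5.5% in these data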;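 also: 0% = DMSO wells median and 100% = median of wells with control inhibitor compound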
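technique = Kinase-Glo luminescence, ATP depletion format | system = purified MetRS (methionyl-tRNA synthetase) enzyme from Trypanosoma brucei | timing = 15 min preincubation, 2 h reaction, all 25 °C | evaluation = percent inhibition versus plate control medians | dosing = single dose, 11.9 µM final nominal, 0.9% final DMSO | also added = substrates ATP, L-methionine and bulk Escherichia coli tRNA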
CSN deneddyl inh: inhibitors of CSN-mediated cullin deneddylation, primary screen, biochemical, fluorescence polarization, uHTS; COP9 signalosome complex subunit 5 (Homo sapiens), Q92905; Purified CSN, SCF-Nedd8-OG deneddylation; inhibition, % at 12.5 µM; actives 0.38% (n = 360,000); AID 651999, 2013;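 active = pattern-corrected inhibition above about 35%, with an unprinted fluorescence ratio check between 0.5 and 1.5, limit read from the data, passing the limit was not always enough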;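 also: 0% = enzyme with substrate and 100% = substrate without enzyme; some results filed as inactive read as strong as hits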
Target sequence (Q92905 whole entry, looked up, one chain of several): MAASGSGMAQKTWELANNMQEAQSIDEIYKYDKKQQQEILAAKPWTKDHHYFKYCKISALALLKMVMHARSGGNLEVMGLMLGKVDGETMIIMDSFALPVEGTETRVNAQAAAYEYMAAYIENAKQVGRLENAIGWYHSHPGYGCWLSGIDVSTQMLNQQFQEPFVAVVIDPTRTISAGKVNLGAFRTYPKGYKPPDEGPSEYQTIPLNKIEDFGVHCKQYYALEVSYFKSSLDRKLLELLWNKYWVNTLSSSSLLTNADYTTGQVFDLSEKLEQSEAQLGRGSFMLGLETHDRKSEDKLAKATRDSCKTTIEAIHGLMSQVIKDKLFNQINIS
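Detection – fluorescence polarization · System – HEK293T-derived human Csn5 enzyme · Controls – substrate-only high control, full reaction low control · Timing – 90 min, room temperature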
MsrA inhibitor: bovine MsrA enzyme inhibitors, primary screen, biochemical, absorbance, HTS; Methionine sulfoxide reductase A (Bos taurus); AID 651718, 2012; purified bovine MsrA, absorbance read-out; inhibition, % at 15.5 µM; actives 0.75% (n = 360,000); in the data active = inhibition above about 4.5%;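 also: 0% = vehicle wells with enzyme and 100% = reference inhibitor wells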
Numbers without * were called inactive; i = inactive; . = not tested or not shown. Compounds as they come. Share with any hit: about 4%.

1. O=C(CC(Nc1ccccc1)c1ccccc1)C1CC1 (centres undefined)
2. CC(=O)n1cc([C@@H]2C=C(C(=O)N3CCN(Cc4ccccc4)CC3)O[C@H](OCc3ccc(CO)cc3)C2)c2ccccc21
3. Cc1csc(NC(=O)Cc2ccccc2[N+](=O)[O-])n1
4. CC(C)CCn1c(=O)c2sccc2n2c(CCCC(=O)N3CCN(c4ccccn4)CC3)nnc12
5. CS(=O)(=O)c1nc(-c2ccccc2)cc(C(F)(F)F)n1
6. CC1Sc2ccc(C(=O)O)cc2NC1=O (centres undefined)
7. COc1ccc(/C=C2\C(=O)NC(=S)N2C(=O)c2ccc(F)cc2)cc1
8. O=C(CSc1nc2[nH]ncc2c(=O)[nH]1)Nc1ccc(Cl)c(Cl)c1

Compound	1	2	3	4	5	6	7	8
eLon inh	1	-6	0	-1	-8	-9	i	-1
FAS TE block	0	13	-10	7	12	-9	-4	-25
MsrA act	-4	1	-4	1	-2	-4	1	-7
PABP1 MLLE inh	-5	-1	5	0	14	0	-167	-22
Rin1-Abl PPI inh	1	1	-1	5	-2	-1	0	5
Neddylation inh	i	i	i	i	i	i	i	i
Tb MetRS inh	-0.7	-0.1	-0.6	0.3	0.1	-1.1	0.2	1.1
CSN deneddyl inh	2	0	-12	2	-4	-3	65*	2
MsrA inhibitor	0.2	2.2	-0.4	-0.8	0.8	0.5	0.6	-1.1

Full records as entered above:
Record of CC1Sc2ccc(C(=O)O)cc2NC1=O (centres undefined) → eLon inh = -9; FAS TE block = -9; MsrA act = -4; PABP1 MLLE inh = 0; Rin1-Abl PPI inh = -1; Neddylation inh = i; Tb MetRS inh = -1.1; CSN deneddyl inh = -3; MsrA inhibitor = 0.5
Record of COc1ccc(/C=C2\C(=O)NC(=S)N2C(=O)c2ccc(F)cc2)cc1 → eLon inh = i; FAS TE block = -4; MsrA act = 1; PABP1 MLLE inh = -167; Rin1-Abl PPI inh = 0; Neddylation inh = i; Tb MetRS inh = 0.2; CSN deneddyl inh = 65*; MsrA inhibitor = 0.6

The results go on:
9. O=S(=O)(NCC(c1ccco1)N1CCN(c2ccc(F)cc2)CC1)c1ccc2c(c1)OCCO2 (centres undefined)
10. COc1ccc(NC(=O)CCCNC(=O)c2ccc(Cl)cc2)cc1S(=O)(=O)N1CCOCC1
11. CCCc1nc(N)c(C#N)c(-c2cccnc2)c1CC
12. CCc1ccc(C2NC(=O)c3ccccc3O2)cc1 (centres undefined)
13. Cc1nnc(SCC(=O)Nc2ccc(Oc3ccccc3)cc2)n1N
14. C[C@@H]1CN([C@@H](C)CO)C(=O)c2cccc(NC(=O)C3CCCCC3)c2O[C@@H]1CN(C)Cc1ccc(Cl)c(Cl)c1
15. CC(C)CN1CCC(=O)NC1=S
16. O=C(Nc1ccc(F)cc1)Nc1nnc(-c2ccncc2)s1

Compound	9	10	11	12	13	14	15	16
eLon inh	-3	-10	-11	-12	2	-6	-2	-5
FAS TE block	30	-5	-6	-3	-7	19	-6	-2
MsrA act	-6	-4	-5	-3	-4	1	-2	-5
PABP1 MLLE inh	1	5	-10	14	3	-8	5	-2
Rin1-Abl PPI inh	2	1	3	-1	2	0	1	0
Neddylation inh	i	i	i	i	i	i	i	i
Tb MetRS inh	0.2	-0.4	-0.4	-0.5	0.1	0.0	0.0	-0.4
CSN deneddyl inh	0	-2	3	-1	2	2	-2	17
MsrA inhibitor	0.6	-1.3	0.7	-0.3	-0.5	-1.3	-0.8	0.8

17. Cc1ccc(S(=O)(=O)C(C#N)c2nc3ccccc3nc2OCCO)cc1 (centres undefined)
18. COc1ccc2nc(N3CCCC3)[nH]c2c1
19. Cc1cccc(OCC(O)Cn2c(=N)n(CCN3CCCCC3)c3ccccc32)c1 (centres undefined)
20. CCOc1ccc(N(CC(=O)NCc2ccccc2)S(C)(=O)=O)cc1
21. COc1cccc(COC(=O)C2CCN(S(=O)(=O)c3cccs3)CC2)c1OC
22. CCOC(=O)CC(=O)CSc1nc2c(sc(=S)n2-c2ccccc2)c(=O)[nH]1
23. CCN1CCN(S(=O)(=O)c2ccc(Cl)c(C(=O)N(C)C(c3ccccc3)c3ccccc3)c2)CC1
24. O=C(CC1C(=O)NCCN1C/C=C/c1ccccc1)NCCc1cnccn1 (centres undefined)

Compound	17	18	19	20	21	22	23	24
eLon inh	1	-12	1	2	8	-6	-2	8
FAS TE block	-6	-6	-6	-4	17	-1	14	-5
MsrA act	-13	-3	2	0	-7	-5	7	-4
PABP1 MLLE inh	-15	-3	11	-6	-3	22	-118	12
Rin1-Abl PPI inh	4	3	-4	1	1	3	0	1
Neddylation inh	i	i	i	i	i	i	i	i
Tb MetRS inh	-0.8	0.1	0.1	-0.5	-0.4	-0.6	-0.3	-0.2
CSN deneddyl inh	6	-6	3	-2	1	-3	-2	-4
MsrA inhibitor	1.8	-0.3	-0.2	0.2	-1.0	6.0*	-0.8	-0.9

Down the list, as entered above:
Entries 6–14 in Neddylation inh read i, i, i, i, i, i, i, i, i
Entries 6–14 in FAS TE block read -9, -4, -25, 30, -5, -6, -3, -7, 19

The list continues:
25. CCCNC(=O)C1(C)CCCN(C(=O)c2cccc(OC(C)=O)c2C)C1 (centres undefined)
26. O=C(Nc1ccccc1)Nc1ccc(Nc2ccccc2)cc1
27. O=C(CCl)Nc1ccc2c(c1)OCO2
28. CCN(CC)c1ccc(C(=O)O)cc1
29. C[C@H]1COc2cccc(N3CCSCC3)c2S(=O)(=O)N1
30. O=C(COC(=O)CCC(=O)c1ccc(F)cc1)Nc1nnc(-c2ccccc2)o1
31. CC(O)c1nc2ccccc2n1Cc1ccccc1 (centres undefined)
32. CCn1c(Cc2ccccc2)nnc1SCC(=O)Nc1ccccc1

Compound	25	26	27	28	29	30	31	32
eLon inh	0	2	-2	1	-1	4	-12	-5
FAS TE block	-8	1	-6	-7	-11	-3	-2	-5
MsrA act	-5	-4	2	-4	-7	-3	-2	-13
PABP1 MLLE inh	11	-9	-10	4	.	4	-5	6
Rin1-Abl PPI inh	5	2	-3	-2	.	-4	-1	3
Neddylation inh	i	i	i	i	i	i	i	i
Tb MetRS inh	-0.2	-0.1	0.9	-0.5	-0.7	-0.2	-0.3	-1.4
CSN deneddyl inh	8	1	3	0	1	19	4	0
MsrA inhibitor	0.0	0.3	1.4	-0.7	-1.5	-0.5	0.4	-0.5

33. CC(C)(C)c1ccc(C(=O)OC/C(O)=C(\C#N)c2nc3ccccc3s2)cc1
34. CN1CCN(c2nc3c(c(=O)[nH]c(=O)n3C)n2Cc2ccc([N+](=O)[O-])cc2)CC1
35. COc1ccc(S(=O)(=O)N(C)C)cc1NC(=O)COC(=O)CC1CCCC1
36. COCC(C)NC(=O)C(C)N1c2cccc3cccc(c23)S1(=O)=O (centres undefined)
37. CC(C)(C)N=C1NN=C(c2ccc(Cl)cc2)CS1
38. Cc1ccc(C(=O)NC(=S)NCCCN2CCOCC2)cc1
39. CC1(C)OC2CC3C4CCC5=CC(=O)C=CC5(C)C4(F)C(O)CC3(C)C2(C(=O)CO)O1 (centres undefined)
40. CCn1c(N2CCN(S(=O)(=O)c3ccccc3C(F)(F)F)CC2)nc2ccccc21

Compound	33	34	35	36	37	38	39	40
eLon inh	-6	2	4	3	6	1	-8	-13
FAS TE block	5	0	10	-2	-3	-6	-2	10
MsrA act	-1	-1	-4	-2	-10	0	-3	-3
PABP1 MLLE inh	7	3	4	0	12	2	13	5
Rin1-Abl PPI inh	1	-2	2	-1	0	-1	1	-1
Neddylation inh	i	i	i	i	i	i	i	i
Tb MetRS inh	-0.2	-0.3	-0.8	0.0	-0.8	-0.2	-0.7	-1.0
CSN deneddyl inh	7	-1	-2	-1	-3	-6	1	5
MsrA inhibitor	-0.1	-0.4	-0.8	0.3	-0.6	-0.1	-0.8	-0.7

41. Cc1csc(NC(=O)C2CCCCN2S(=O)(=O)c2ccccc2)n1 (centres undefined)
42. COc1cccc(CN2CC(C(=O)NCc3ncc(C)[nH]3)CCC2=O)c1 (centres undefined)
43. O=C(CCCc1nc(-c2ccc(Cl)cc2)no1)NC1CCCCC1
44. CSc1ncc2c(=O)[nH]c(-c3ccccc3)nc2n1
45. CSc1cccc(NC(=S)N2CCC(N(C)C3CCCC3)CC2)c1
46. COc1cc(-n2c(C)nc3cccnc32)c(Cl)cc1C(=O)O
47. Nc1nc(-c2ccco2)nn1C(=O)c1ccc(F)cc1
48. COc1cccc(NC(=O)Nc2cccc(C)n2)c1

Compound	41	42	43	44	45	46	47	48
eLon inh	2	-13	5	2	0	-3	-4	13
FAS TE block	3	-5	0	-8	-7	-2	5	2
MsrA act	-7	-4	-2	-3	-3	1	-3	-2
PABP1 MLLE inh	-5	4	4	2	-40	2	0	3
Rin1-Abl PPI inh	1	-2	0	-2	-2	0	1	2
Neddylation inh	i	i	i	i	i	i	i	i
Tb MetRS inh	-1.6	0.7	0.4	0.0	0.3	0.2	-0.1	-1.5
CSN deneddyl inh	-3	-1	2	1	6	-6	4	-2
MsrA inhibitor	-0.2	0.2	-0.3	0.0	2.3	1.2	1.3	-0.4

49. COc1ccc(Cc2nnc(NC(=O)c3c(-c4ccccc4)noc3C)s2)cc1
50. CC(=O)N1CCN(c2ccc(NCc3ccccc3)cc2)CC1
51. O=C(N/N=C/c1ccc(N2CCOCC2)cc1)c1ccncc1
52. Cc1ccc(CCNC(=O)C2CCN(S(=O)(=O)N3CCCCC3)CC2)cc1
53. O=C(Nc1nnc([C@@H]2C[C@H](O)[C@@H](CO)O2)s1)Nc1cccc2ccccc12
54. CCN(CC(=O)Nc1ccc(S(=O)(=O)N2CCCCC2)cc1)Cc1ccccc1
55. CCCCNc1c(-c2ccc(-c3ccc(C(C)=O)cc3)c(OC)c2)nc2cnccn12
56. CCN=C1SC(C(=O)Nc2cc(Cl)cc(Cl)c2)CC(=O)N1CC (centres undefined)
57. CS(=O)(=O)N(CC(=O)Nc1c(F)cccc1F)c1ccc(C23CC4CC(CC(C4)C2)C3)cc1
58. C[C@H](NC(=O)C[C@@H]1C=C[C@@H](NC(=O)CN2CCOCC2)[C@@H](CO)O1)c1ccccc1
59. CCCCCc1ccc(-c2cn(CCCOCc3ccccc3)nn2)cc1

Compound	49	50	51	52	53	54	55	56	57	58	59
eLon inh	-9	-3	3	3	-5	-1	-18	1	-3	.	0
FAS TE block	0	-7	-4	-6	-6	12	20	5	11	.	26
MsrA act	2	0	-3	-11	1	-9	-1	-3	-1	.	-1
PABP1 MLLE inh	-2	14	-12	0	-14	2	-41	1	7	.	-8
Rin1-Abl PPI inh	-2	-2	-1	2	-8	-1	-3	2	0	.	1
Neddylation inh	i	i	i	i	i	i	.	i	i	i	i
Tb MetRS inh	0.1	0.3	-0.3	-1.1	-0.2	-0.4	-0.1	-0.1	-0.8	-1.0	0.0
CSN deneddyl inh	-3	3	-1	0	-2	-9	1	-8	4	0	1
MsrA inhibitor	2.2	0.8	5.0*	-0.8	1.2	0.9	.	0.7	1.0	1.4	0.4
